Assay outcomes: PubChem BioAssay, several laboratories
GASC-1 inh: human JMJD2C demethylase inhibition. inhibition, % at 2.35 µM. Q9H3R0. 330,000 compounds, 0.069% hits. GST-JMJD2C(1-420) H3K9me3 demethylation, DELFIA europium;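 active = more than half of a compound's replicate wells show inhibition beyond 50%, single wells judged on their own value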;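 note: signal counts dimethyl H3K9 product captured on neutravidin plate; 0% = median of DMSO wells and 100% = 0.3 times that DMSO median; strong numbers were not always called active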
Target sequence (Q9H3R0 1-420 limits assumed): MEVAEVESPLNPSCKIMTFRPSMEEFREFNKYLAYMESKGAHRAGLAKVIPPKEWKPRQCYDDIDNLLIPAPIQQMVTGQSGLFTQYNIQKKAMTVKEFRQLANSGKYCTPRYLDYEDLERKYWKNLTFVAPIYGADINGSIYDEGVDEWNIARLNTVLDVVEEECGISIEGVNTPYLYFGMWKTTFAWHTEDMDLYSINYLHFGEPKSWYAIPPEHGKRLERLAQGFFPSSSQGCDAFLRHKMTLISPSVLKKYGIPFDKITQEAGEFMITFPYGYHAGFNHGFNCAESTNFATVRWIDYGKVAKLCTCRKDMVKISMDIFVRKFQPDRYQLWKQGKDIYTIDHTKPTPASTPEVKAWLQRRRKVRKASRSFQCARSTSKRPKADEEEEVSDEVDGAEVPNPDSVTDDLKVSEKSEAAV
TPT1 inhibitor: blocks Candida albicans tRNA 2'-phosphotransferase | inhibition, % at 5 µM | recombinant caTPT1, FP RNA substrate dephosphorylation | 300,000 compounds, 0.81% hits | AID 1962;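 active = inhibition above the mean of all tested compounds plus 3 SD, set per screening campaign, cut at about 24% in these data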;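 note: plate controls were DMSO alone for no effect and ferristatin control at 100 nM for full effect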
PP1 inh: counter-screen for PP5 inhibitors: inhibitors of human PP1-alpha; AID 2235; 320,000 compounds, 0.9% hits; P62136; purified PP1alpha, OMFP fluorescence; inhibition, % at 6.7 µM;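 active = inhibition above the mean inhibition of all tested compounds plus 3 SD, computed separately for each screening campaign, cut at about 15% in these data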
Target sequence (P62136 whole entry, looked up): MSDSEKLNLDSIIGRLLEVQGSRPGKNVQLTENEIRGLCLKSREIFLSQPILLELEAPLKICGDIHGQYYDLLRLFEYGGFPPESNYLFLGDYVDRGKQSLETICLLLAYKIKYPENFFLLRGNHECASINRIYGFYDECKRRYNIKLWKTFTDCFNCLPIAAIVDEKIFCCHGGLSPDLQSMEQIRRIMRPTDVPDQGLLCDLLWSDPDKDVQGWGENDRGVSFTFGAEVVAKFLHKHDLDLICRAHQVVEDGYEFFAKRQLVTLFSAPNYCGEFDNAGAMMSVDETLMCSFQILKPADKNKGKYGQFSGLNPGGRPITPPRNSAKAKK
proCasp7 act: counter-screen for procaspase-3 activators: activators of human procaspase-7. recombinant procaspase-7, Ac-DEVD-pNA absorbance 405 nm; D23A/D198A/D206A triple mutant, cannot self-cleave; scale: DMSO 0, 5 µM enzyme 100. activation, % at 8.5 µM. 330,000 compounds, 0.093% hits. AID 463210;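 active = percent activation above the screen-wide mean plus 3 SD, cut at about 25% in these data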
Target sequence (P55210 whole entry D23A/D198A/D206A): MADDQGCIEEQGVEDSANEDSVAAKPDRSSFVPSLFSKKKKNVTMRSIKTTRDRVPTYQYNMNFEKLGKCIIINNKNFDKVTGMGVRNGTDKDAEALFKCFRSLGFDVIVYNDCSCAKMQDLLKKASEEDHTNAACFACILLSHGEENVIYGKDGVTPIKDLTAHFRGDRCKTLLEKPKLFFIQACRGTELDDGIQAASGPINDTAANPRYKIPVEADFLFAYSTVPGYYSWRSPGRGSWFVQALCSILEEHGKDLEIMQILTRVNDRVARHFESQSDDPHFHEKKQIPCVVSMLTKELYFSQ
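Replicates: singlicate. Assay system: Procaspase-7 triple mutant (PC-7 D3A). Signal: 405 nm absorbance of p-nitroaniline. Times: 1 h preincubation, 2 h reaction. Buffer or medium: Zinc-free HEPES pH 7.4 with 300 mM NaCl, 0.01% Triton X-100. Also added: DEVD-pNA substrate. Benchmarks: DMSO wells as 0%, DMSO with 5 µM added PC-7 as 100%.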
HCV core dimer: HCV core protein dimerization inhibition; TR-FRET GST/Flag-core106 dimerization, 1536-well; inhibition, % at 5 µM; 300,000 compounds, 0.33% hits;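 active = inhibition above the mean of all tested compounds plus 3 SD, set per screening campaign, cut at about 45% in these data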
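Material: GST/Flag-tagged HCV core106 proteins. Incubation: 4 h, 22.5 °C incubation. Read-out basis: inhibition (%) from 671 over 617 nm ratio. Measured by: TR-FRET, excitation 340 nm, emission 617 and 671 nm.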
Fh CTSL1 inh: blocks F. hepatica cathepsin L1 in PFM18AAP counter-screen | recombinant F. hepatica cathepsin L1, Z-Leu-Arg-MCA fluorescence | inhibition, % at 5.96 µM | 300,000 compounds, 0.49% hits;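 active = inhibition above the mean of all tested compounds plus 3 SD, set per screening campaign, cut at about 17% in these data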;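 note: 0% = plate median of test compound wells and 100% = 1 µM Z-Phe-Ala-diazomethylketone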
Efflux pump inh: inhibitors of Candida antifungal efflux pumps expressed in yeast | S. cerevisiae Candida pump triplex, Nile Red efflux | inhibition, % at 10 µM | 330,000 compounds, 0.44% hits | AID 485275;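 active = plate passing quality check with inhibition over a set limit, or well fluorescence over plate mean plus 4 SD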;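 note: Nile Red retained in pooled yeast measured as flow cytometry median fluorescence; 0% = buffer negative control and 100% = Enniatin B positive control; higher means more Nile Red kept so more efflux inhibition; some compounds called inactive have numbers as strong as hits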
procasp3 activ: activators of human procaspase-3; P42574; recombinant procaspase-3 D3A, Ac-DEVD-pNA absorbance 405 nm; activation, % at 8.5 µM; 330,000 compounds, 0.11% hits; AID 463141;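 active = activation above the mean of all tested compounds plus 3 SD, cut at about 21% in these data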;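 note: 0% = DMSO alone and 100% = DMSO wells spiked with extra 5 µM PC-3 D3A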
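Assay system – Procaspase-3 D3A mutant, all three cleavage aspartates alanine · Controls – DMSO-only low control, 5 µM PC-3 D3A high control · Schedule – 1 h compound preincubation, 2 h substrate hydrolysis at 25 °C · Signal – 405 nm absorbance of p-nitroaniline, reads at 0 and 120 min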
PP5 inh: blocks human protein phosphatase 5 activity; 320,000 compounds, 0.18% hits; purified PP5c, OMFP substrate fluorescence; AID 1987; inhibition, % at 6.7 µM; P53041;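 active = inhibition above the campaign's mean inhibition across all tested compounds plus 3 SD, cut at about 9.5% in these data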;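 note: 0% = DMSO only and 100% = 100 µM cantharidin control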
Starred values were filed as active, the others as inactive; i = inactive; . = no result given.

Every second line gives: TPT1 inhibitor	GASC-1 inh	PP1 inh	procasp3 activ	HCV core dimer	Efflux pump inh	proCasp7 act	PP5 inh	Fh CTSL1 inh
> CCCCN(C(=O)CCCSc1nc2ccccc2[nH]1)c1c(N)n(Cc2ccccc2)c(=O)[nH]c1=O
  1	5	-2	-8	2	0.0	-4	1.0	0
> Cc1ccccc1C(=O)N/N=C/c1ccncc1
  -1	1	2	-6	-1	0.1	5	1.8	1
> O=C(NCCC(=O)N1CCN(c2ccccn2)CC1)c1ccc([N+](=O)[O-])cc1
  .	-7	.	11	.	0.2	10	.	.
> Cn1c(=O)n(C)c2cc(NS(=O)(=O)c3ccc(C(C)(C)C)cc3)ccc21
  0	7	-2	-1	6	0.0	3	3.4	0
> O=C(OCC(=O)N(CCc1ccccc1)Cc1ccccc1)c1ccccc1[N+](=O)[O-]
  1	2	-3	-15	5	-0.1	15	2.3	-7
> COc1ccc(NC(=O)c2c(NC(=O)CNCc3ccco3)sc3c2CCC3)cc1
  2	-16	2	-5	1	0.0	4	5.3	6
> CCC(=O)Nc1ccc2c(c1)C(=O)c1ccccc1C2=O
  0	-18	-1	2	-1	-0.4	3	-0.1	2
> Cc1cccc(C)c1-n1c(C)nn(CC#N)c1=O
  3	-2	-1	10	-8	0.0	5	1.0	1
> CCCCN(C(=O)c1cc(CC)c(C)s1)c1c(N)n(CC(C)C)c(=O)[nH]c1=O
  -1	8	-5	0	4	-0.1	0	0.5	-1
> CCN1N=C(C)C=C(c2ccccc2)n2c1nc1ccccc12
  2	4	-3	9	-7	0.1	5	0.3	-3
> COc1ccc(/C=N/OCC(=O)NCc2cccs2)c(OC)c1
  1	-3	5	-10	5	0.2	6	0.8	0
> CCOc1ccc(S(=O)(=O)N(CC(=O)Nc2cccnc2)c2ccc(F)cc2)cc1
  4	13	-3	4	-2	-0.3	6	-1.2	2
> CCOC(=O)c1ccc(N=c2sc(C(=O)OC)cc(=O)n2-c2ccc(C(=O)OCC)cc2)cc1
  -4	1	-1	-5	33	-0.1	4	2.2	-2
> Cc1ccc(Cl)cc1NC(=O)N[C@@H](CC(C)C)C(=O)O
  -3	6	-2	1	-25	-0.1	5	-3.2	-2
> COc1ccc(OCC(=O)Nc2ccc3c(c2)OCO3)cc1
  0	6	1	1	-98	0.2	7	0.0	-2
> Cc1ccc(C(=O)Cc2ccccc2)o1
  -1	10	1	6	12	0.1	-3	0.6	0
> CC(C)(C)c1cc(NC(=O)c2cccc([N+](=O)[O-])c2)no1
  3	-11	-1	6	0	-0.1	-2	1.7	0
> Cc1[nH]c2ccccc2c1C(=O)C(=O)NCCc1c[nH]c2ccccc12
  0	0	0	6	-3	-0.1	-3	0.6	-3
> CN1CC(=O)N(CC(=O)Nc2cccc3ccccc23)C1=O
  .	3	.	5	.	-0.1	2	.	.
> O=C1Nc2ccccc2C1Cc1ccccc1 (configuration not stated)
  0	-2	-4	5	3	0.1	4	2.8	-1
> COC(=O)C1=CN(c2cccc(C)c2)C=C(C(=O)OC)C1c1cc(OC)c(O)c([N+](=O)[O-])c1
  -3	-22	9	-9	19	0.2	-2	3.8	2
> Cc1ccc(/C=N/NC(=O)CN2CCN(Cc3ccccc3Cl)CC2)o1
  -3	-39	1	0	-5	-0.1	1	0.5	2
> CCn1c(C)cc(C)c(C#N)c1=O
  -4	-8	3	-2	-7	0.0	2	0.2	-1
> CCN1CCN(c2ccc(NC(=O)COc3ccccc3Cl)cc2)CC1
  -1	-3	-8	0	-5	-0.1	3	0.8	2
> Cc1ccccc1CN(CC(=O)Nc1cccc([N+](=O)[O-])c1)S(=O)(=O)c1ccc(Cl)cc1
  -2	26	10	5	4	0.2	-3	3.8	-1
> COc1ccc(N/C=C/c2nc(SC)nnc2C)cc1
  111*	13	-2	-12	-8	0.1	-7	2.7	0
> CC1CC(C)(C)CC2(C1)NC(=O)N(CC(=O)Nc1nccs1)C2=O (configuration not stated)
  -3	12	-1	3	2	-0.1	0	0.8	0
> Cc1ccc(CSc2nnc(-c3ccncc3)n2C)cc1
  -5	8	2	0	-4	-0.1	-4	0.9	4
> CC(C)(C)c1ccc(Cn2c(=N)n(CC(O)c3ccco3)c3ccccc32)cc1 (configuration not stated)
  11	6	0	3	-6	0.3	13	0.9	-1
> CCOC(=O)c1c(C)[nH]c(C=C2C(=O)CCCC2=O)c1O
  -2	-15	-1	3	-12	0.0	-2	-0.6	3
> Cc1cc(N)ccc1N1CCCC1
  -4	15	21*	-4	-1	0.0	-15	4.3	-1
> CS(=O)(=O)Nc1ccc2c(c1)OCC(=O)N2Cc1ccccc1
  0	19	3	8	-18	-0.2	0	7.7	1
> COCCN(C(=O)COC(=O)c1cccnc1SC)c1c(N)n(Cc2ccccc2)c(=O)[nH]c1=O
  -4	0	-3	9	-9	0.0	6	-0.7	2
> Cc1ccc(/C=C/C(=O)OCC(=O)NCCN2C(=O)CSC2=O)o1
  -2	2	-3	0	1	0.1	-3	0.7	0
> OC(c1ccccc1)(c1ccccc1)C1CCN(C(=S)Nc2ccc(F)cc2)CC1
  .	-5	.	-1	.	0.0	-7	.	.
> Cc1cc2c3nonc3ccc2n1C
  -3	1	3	-30	1	0.2	-28	3.5	-2
> CSc1nnc(-c2ccc(S(=O)(=O)N3CCOCC3)cc2)n1CC1CCCO1 (configuration not stated)
  -2	4	1	12	1	0.1	4	1.1	-1
> COc1ccc(N(CC(=O)NC2CCCCC2)C(=O)c2ccc(C)s2)cc1OC
  0	14	-1	4	1	-0.2	2	-1.7	5
> COC(=O)c1cc(OC)c(OC)cc1NC(=O)CN1CCCCC1
  1	3	-2	-6	1	0.1	3	-0.6	-4
> COc1ccc(S(=O)(=O)Cc2ccc(C(=O)NC3CCCC3)o2)cc1
  2	7	1	6	1	0.0	10	1.4	0
> C/C(CC(=O)Nc1ccc(N(C)C)cc1)=N\NC(=O)c1ccccc1O
  -1	2	-3	-3	3	-0.2	1	0.9	2
> COc1ccc(Cl)cc1C(=O)Nn1cnc2ccccc2c1=O
  -4	0	-2	-4	-2	0.3	-13	-0.6	-1
> Cc1sc(NC(=O)c2ccc(Cl)s2)c(C(N)=O)c1C
  3	79	-4	-10	0	-0.1	-7	1.0	2
> Cc1ccc(NC(=O)CNC(=O)CC23CC4CC(CC(C4)C2)C3)c(O)c1
  2	-3	-4	3	-3	-0.1	4	0.2	1
> CN1C(=O)c2ccc(NC(=O)CSc3ccccc3)cc2C1=O
  2	2	-3	1	-3	0.0	4	-0.7	4
> OCCn1c(C(F)(F)F)nc2ccccc21
  0	0	-4	6	-7	-0.1	-1	1.2	3
> N#Cc1cc(-c2ccccc2)oc1NC(=O)c1ccccc1
  8	-1	-1	2	4	-0.1	9	-0.5	1
> O=S(=O)(c1cc(Br)ccc1Br)N1CCCCCC1
  0	-6	2	-4	-2	0.2	-8	2.7	-1
> CCOC(=O)C1(O)CC(C)=NN1C(=O)c1cccc(Br)c1 (configuration not stated)
  -1	-3	-2	0	-2	-0.1	2	0.7	-3
> CCc1nnc(NC(=O)C2CCCN2C(=O)Nc2ccccc2OC)s1 (configuration not stated)
  -1	-41	0	3	-3	0.1	7	2.8	-2

Two records drawn at random from the list so far, as already listed:
Every second line gives: TPT1 inhibitor	GASC-1 inh	PP1 inh	procasp3 activ	HCV core dimer	Efflux pump inh	proCasp7 act	PP5 inh	Fh CTSL1 inh
> OCCn1c(C(F)(F)F)nc2ccccc21
  0	0	-4	6	-7	-0.1	-1	1.2	3
> CCOC(=O)C1(O)CC(C)=NN1C(=O)c1cccc(Br)c1 (configuration not stated)
  -1	-3	-2	0	-2	-0.1	2	0.7	-3

Next section.
Every second line gives: TPT1 inhibitor	GASC-1 inh	PP1 inh	procasp3 activ	HCV core dimer	Efflux pump inh	proCasp7 act	PP5 inh	Fh CTSL1 inh
> Cn1c(Cn2c(=O)sc3ccccc32)nnc1SCC(=O)Nc1ccc(F)cc1
  -2	-8	2	1	-1	0.0	-2	1.1	-2
> Nc1c(C(=O)N2CCCC2)sc2nc3c(cc12)CCCCCC3
  -3	-1	3	-4	1	0.0	0	0.7	1
> CCC(=O)Nc1cccc(C2=NOC3(C2)C[C@@H](C(N)=O)N(C(=O)CC(c2ccccc2)c2ccccc2)C3)c1 (some centres not stated)
  -1	-7	0	6	2	0.1	-11	2.4	0
> COc1ccc2c(c1OC)C(=O)N1c3ccccc3C(=O)N(c3ccccc3)C21 (configuration not stated)
  0	-32	-1	0	2	0.1	0	4.1	0
> CC1=C(C#N)C(=O)N(C)C(C)(C)C1
  -11	-4	0	4	-4	-0.1	1	1.4	-2
> Cc1cc(C(=O)OC(C)C(=O)Nc2cccc(S(=O)(=O)N3CCOCC3)c2)c(C)o1 (configuration not stated)
  -3	8	-4	0	0	-0.1	4	1.0	-22
> CC1CC(C)CN(C(=O)c2ccc3nc[nH]c3c2)C1 (configuration not stated)
  -2	-7	0	-4	-1	0.2	9	-2.8	1
> Cc1c(NC(=O)c2ccc3ncccc3c2)c(=O)n(-c2ccccc2)n1C
  -6	-4	3	3	-2	0.1	-11	0.5	-3
> O=C(CNC(=O)c1ccc(N2C(=O)c3ccccc3C2=O)cc1)OCC(=O)c1ccccc1
  -2	-6	-2	-2	-3	0.0	1	1.5	5
> CCc1ccc(N2CC(C(=O)NCCC3=CCCCC3)CC2=O)cc1 (configuration not stated)
  0	11	-2	8	3	-0.1	1	1.1	-1
> CS(=O)(=O)c1ccc(Cl)c(C(=O)OCC(=O)NC2CCCCCCC2)c1
  .	-2	-2	-3	.	-0.2	10	-0.2	.
> CC(C)CCC(=O)N1CCOC1=O
  -5	i	0	2	-5	0.0	8	0.7	-3
> C[C@H]1CN=C(N(C)C)N1CC1CCC(C(C)(C)C)CC1 (some centres not stated)
  -1	-5	-1	2	6	0.0	13	-1.6	-1
> C/C=C/C(=O)Nc1cccc(C2=NOC3(C2)C[C@H](C(N)=O)N(C(=O)/C=C/C)C3)c1 (some centres not stated)
  -1	-2	-4	4	1	0.1	0	0.1	-2
> COCCN(CC1CCCN(C2Cc3ccccc3C2)C1)C(=O)c1cccs1 (configuration not stated)
  0	1	-2	7	0	0.0	-1	-0.5	-2
> CCOc1c(OC)cccc1C(=O)NCC1(c2ccccc2)CCCC1
  0	-10	-5	-6	13	-0.1	-1	0.2	1
> CO/N=C/C(=N\Nc1ccc(C)cc1)C(=O)c1ccc(OC)cc1
  0	6	-4	-1	10	0.0	11	-0.3	2
> O=C(c1cc(-c2cccc(O)c2)on1)N1CCN(C(c2ccccc2)c2ccccc2)CC1
  -2	-6	5	10	13	0.3	3	2.0	1
> CS(=O)(=O)N1CCC(C(=O)Nc2ccc(F)cc2F)CC1
  -3	-6	0	1	-4	0.1	8	-0.2	-3
